Screening results (PubChem)
TAAR1 antag: human TAAR1 antagonists, primary screen, Fluo-8 calcium fluorescence, CHO RD-HGA16 cells. antagonist. inhibition, % at 3 µM. actives 1.5% (n = 360,000). AID 624466, 2012;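 active = inhibition above a per-plate cutoff, the mean inhibition of test compounds on that plate plus 3 SD, cut at about 49% in these data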;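 note: 0% = DMSO plus EC80 beta-PEA response and 100% = DMSO alone without agonist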
Target sequence (Q96RJ0 whole entry, looked up): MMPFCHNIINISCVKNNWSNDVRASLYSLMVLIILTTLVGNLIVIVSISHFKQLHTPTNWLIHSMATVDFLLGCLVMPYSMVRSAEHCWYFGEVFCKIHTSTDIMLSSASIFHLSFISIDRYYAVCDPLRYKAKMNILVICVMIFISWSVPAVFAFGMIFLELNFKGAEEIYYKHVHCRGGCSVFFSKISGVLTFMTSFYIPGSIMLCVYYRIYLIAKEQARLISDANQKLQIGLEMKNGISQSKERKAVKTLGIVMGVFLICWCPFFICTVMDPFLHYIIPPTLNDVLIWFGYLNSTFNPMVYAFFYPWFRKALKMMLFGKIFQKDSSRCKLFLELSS
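Test system: hTAAR1-expressing CHO RD-HGA16 cells, Gα16-coupled; Probe or stimulus: EC80 β-phenethylamine stimulus; Compound dosing: single nominal final test compound concentration of 3 µM; Timing: 140 s kinetic read after compound, 140 s after agonist; Signal: Fluo-8 calcium-sensitive fluorescence; Measure: % inhibition of agonist calcium response; Controls: DMSO and EC80 PEA controls.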
V1aR counter: agonists of human V1a receptor, primary screen, counter-screen for OXTR agonist project, fluorescence, CHO-V1R cells | Vasopressin V1a receptor (Homo sapiens), P37288 | Fluo-8 calcium fluorescence, agonist mode; 0% DMSO, 100% 3 nM vasopressin | activation, % at 3 µM | actives 0.25% (n = 320,000) | AID 2797, 2010;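 active = activation above the mean activation of all tested compounds plus 3 SD, per screening run, cut at about 20% in these data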;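 note: signal is peak over basal fluorescence ratio across a 100 second FLIPR read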
Target sequence (P37288 whole entry, looked up): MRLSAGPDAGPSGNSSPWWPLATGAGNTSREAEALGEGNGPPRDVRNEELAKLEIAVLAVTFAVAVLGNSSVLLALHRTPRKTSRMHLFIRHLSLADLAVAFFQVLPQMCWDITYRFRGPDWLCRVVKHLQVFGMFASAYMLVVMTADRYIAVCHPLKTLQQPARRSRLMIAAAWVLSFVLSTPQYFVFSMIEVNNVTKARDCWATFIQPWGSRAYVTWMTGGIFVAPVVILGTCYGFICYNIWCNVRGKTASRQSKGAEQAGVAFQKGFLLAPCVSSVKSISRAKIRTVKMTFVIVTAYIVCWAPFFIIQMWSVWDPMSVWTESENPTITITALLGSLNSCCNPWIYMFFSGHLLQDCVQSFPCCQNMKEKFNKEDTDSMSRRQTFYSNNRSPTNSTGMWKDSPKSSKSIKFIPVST
CHO-K1 Ca antag: M1 antagonist counterscreen hit in parental CHO-K1 cells; ATP-induced calcium, Fluo-8 fluorescence; inhibition, % at 3 µM; actives 0.6% (n = 360,000);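 active = inhibition above a per-plate cutoff, the plate's mean sample inhibition plus 3 SD, cut at about 24% in these data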;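 note: 0% = DMSO plus EC80 ATP and 100% = DMSO alone without ATP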
M1 ag: human M1 muscarinic receptor agonists, primary screen, Fluo-8 calcium fluorescence, CHO-K1 cells, HTS; Muscarinic acetylcholine receptor M1 (Homo sapiens), P11229; CHO-K1 hM1, agonist mode; 0% DMSO, 100% acetylcholine EC100; activation, % at 3 µM; actives 0.33% (n = 360,000); AID 588814, 2011;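 active = activation above the run's mean compound activation plus 3 SD, cut at about 16% in these data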;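 note: peak over basal fluorescence ratio within a 140 s kinetic read after compound addition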
OXTR potentiate: human OXTR potentiators, primary screen, fluorescence, CHO-OTR cells, Fluo-8 calcium | Fluo-8 calcium fluorescence, potentiator mode; 0% = oxytocin EC15, 100% = EC100 | activation, % at 3 µM | actives 0.061% (n = 320,000);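 active = activation above that plate's cutoff, the mean activation of tested compounds plus 3 SD, cut at about 6.6% in these data, passing the limit was not always enough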;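 note: 100% uses oxytocin at 75 nM as the full agonist control; some results filed as inactive read as strong as hits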
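Assay system: CHO cell line stably expressing human OTR. Reagent: EC15 oxytocin agonist. Dosing: single dose, 3.0 µM nominal final compound concentration. Timing: compound 6 min at room temperature before oxytocin, 100 s read. Signal: kinetic Fluo-8 calcium fluorescence. Controls: oxytocin EC15 low and EC100 high.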
CHO-K1 Ca PAM: nonselective calcium activators in parental CHO-K1 cells, primary screen, counter-screen for M1 PAM project, cell-based, Fluo-8 calcium fluorescence, full deck, 1536-well. ATP EC20; 0% at ATP EC20, 100% at ATP max. activation, % at 3 µM. actives 0.02% (n = 360,000). AID 602247, 2012;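 active = activation above the run cutoff, the mean activation of all test compounds plus 3 SD, cut at about 40% in these data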;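 note: peak over basal fluorescence ratio in a 140 s read after ATP addition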
TAAR1 agonist: human TAAR1 agonists, primary screen, Fluo-8 calcium fluorescence, CHO RD-HGA16 cells; activation, % at 3 µM; vehicle wells 0%, saturating PEA agonist 100%; Trace amine-associated receptor 1 (Homo sapiens), Q96RJ0; AID 624467, 2012; actives 0.99% (n = 360,000);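 active = activation above the mean activation of all test compounds in the run plus 3 SD, cut at about 38% in these data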
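System: CHO-derived RD-HGA16 cells with stable Gα16 and human TAAR1. Times: 17-24 h plating, Fluo-8 75 min 37 °C, 30 min RT. Measured by: calcium-sensitive Fluo-8 signal, excitation 470-495, emission 515-575 nm. Read-out basis: % activation relative to PEA EC100 response. Control set: DMSO and PEA EC100. Repeats: no replicates (n 1).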
M1 ag parental: counter-screen for M1 agonists: effect in parental CHO-K1 cells. actives 0.48% (n = 360,000). Fluo-8 calcium fluorescence; scaled to maximal ATP response, vehicle zero. activation, % at 3 µM; in the data active = activation above about 15%;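 note: untransfected CHO-K1 host cells lacking M1 receptor as counterscreen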
CHO parental Ca: ATP-evoked calcium signal inhibitors, parental CHO, primary screen, counter-screen for OX1R antagonist project, cell-based, fluorescence, Fluo-8 calcium dye. parental CHO-K1, ATP-induced calcium, Fluo-8 fluorescence. inhibition, % at 5.6 µM. actives 0.63% (n = 330,000). AID 463079, 2010;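 active = inhibition above that plate's mean sample inhibition plus 3 SD, cut at about 26% in these data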;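 note: 0% = ATP-challenged DMSO wells and 100% = DMSO wells without ATP; some compounds past the cut are filed as inactive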
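material = parental CHO cells | also added = ATP as calcium-mobilizing challenge | dosing = single point at 5.6 µM | detection = intracellular calcium via Fluo-8 no-wash fluorescent dye | read-out = % inhibition | benchmarks = low control ATP plus DMSO, high control DMSO only | repeats = one well per compound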
Active calls of the source: *; / = no result given. Rows were taken by chance; about 3.3% have a hit in one of these screens.

SMILES	TAAR1 antag	V1aR counter	CHO-K1 Ca antag	M1 ag	OXTR potentiate	CHO-K1 Ca PAM	TAAR1 agonist	M1 ag parental	CHO parental Ca
Cc1nc2cc(NC(=O)Nc3ccccc3Cl)ccc2n1C	2.1	-0.4	-4.9	-4.1	0.4	-8.1	8.5	0.6	2.0
COc1ccc(Cl)cc1NC(=O)NCc1ccccn1	-25.8	-0.2	11.3	10.7	-4.7	-18.7	0.7	-0.3	-7.2
COC(=O)C(O)(CC(=O)Nc1cc(Cl)ccc1Cl)C(F)(F)F (configuration not stated)	-11.2	0.4	-4.8	0.9	0.7	1.1	10.5	0.2	-7.8
CCOc1ccc(NC(=O)[C@@H](NC(=O)c2ccccc2Br)C(C)C)cc1	10.1	-0.9	-14.9	-3.8	0.5	9.9	1.5	-0.2	-16.7
COc1cc(CNc2ccccc2)c([N+](=O)[O-])cc1OC	2.4	-0.5	5.2	-0.5	4.9	-13.9	0.1	0.1	-14.4
COC(=O)c1ccc(/C=N/NC(=O)C(=O)NCc2ccccc2)cc1	3.0	0.8	-13.1	-7.7	-1.5	31.4	-0.7	1.6	-3.9
NS(=O)(=O)c1ccc(NC(=O)COc2ncnc3sccc23)cc1	-3.4	0.7	3.7	-2.1	10.2	-20.0	-0.1	-0.1	-1.1
CN(C)C(CNC(=O)c1cccc(S(=O)(=O)Nc2ccccc2Cl)c1)c1ccccc1 (configuration not stated)	-6.8	/	-6.1	-5.9	/	-0.6	2.9	1.9	/
COC(=O)c1c(-c2cccnc2)csc1NC(=O)c1ccc2c(c1)OCO2	27.3	1.6	0.9	-2.8	-5.3	-2.4	3.1	2.0	-0.1
COc1ccccc1CCc1nnc(CCC(=O)NCCC2CCCCO2)o1 (configuration not stated)	-11.8	/	-0.4	-3.2	/	-5.2	-0.2	0.3	/
C=CCn1c(C)cc(C2=NNC(=Nc3ccc(C)cc3)SC2)c1C	16.6	0.1	10.3	-0.8	-3.0	-14.8	-0.3	-0.5	-18.2
O=C(CN1c2ccccc2Sc2ccccc21)N/N=C/c1ccc([N+](=O)[O-])cc1	-34.2	-2.0	-2.1	2.1	0.8	-4.2	-0.3	-0.7	-17.3
COc1ccc(Nc2ncccc2C(=O)Nc2ccccc2)cc1	11.5	0.8	-3.2	0.1	-15.1	6.7	16.2	0.2	50.4*
CC(C)(C)NC(=O)COC(=O)CCC(=O)c1ccc(F)cc1	-26.3	-0.7	-8.8	-1.8	-14.6	-1.1	5.2	0.8	-10.3
CC(=O)N1CCN(c2nc(N)c(C#N)c(CC#N)c2C#N)CC1	-10.8	-0.1	-16.9	-3.0	-3.7	16.7	0.3	0.6	-9.0
COc1ccc(-c2nc(CSCC(=O)NCCCN3CCCC3=O)c(C)o2)cc1OC	-21.1	-0.5	-10.0	-3.1	-4.8	12.4	1.3	0.6	-6.6
COc1ccc(N/C=C(\C#N)c2nc3ccccc3n2C)c(OC)c1	35.9	0.1	8.9	-3.3	-1.0	17.2	11.1	1.7	-11.2
CC1=CC(C)C(C(=O)O)C(C(=O)O)C1 (configuration not stated)	-6.0	0.0	-23.7	-7.3	-8.3	24.8	13.4	1.7	1.7
Cc1ccc(S(=O)(=O)N2CCCN(C(=O)OC(C)(C)C)CC2)cc1	3.8	-0.5	1.8	-2.0	-2.0	-11.4	-0.3	3.5	-24.7
Cc1ccc(S(=O)(=O)N2CCOCC2)cc1NC(=O)CN1CCN(c2ccc(O)cc2)CC1	20.0	2.0	-8.7	-4.9	3.7	4.0	1.0	1.9	-19.9
O=C(COC(=O)c1ccc(S(=O)(=O)N2CCCC2)cc1)Nc1ccc(Cl)cc1	5.1	1.8	-5.4	-6.9	-1.5	-9.0	2.4	-0.2	6.9
O=C(O)CCCNC(=O)CCn1nnc2ccccc2c1=O	-11.1	0.1	-0.7	-1.5	5.2	-4.4	-0.1	-0.1	-2.4
Cn1/c(=N/NC(=O)c2ccccc2Br)sc2ccccc21	12.8	-0.7	-4.3	-4.5	4.2	8.0	7.5	0.0	-11.0
COCCn1cnc2c1c(=O)n(CC(=O)NCC(F)(F)F)c(=O)n2Cc1ccccc1	-12.3	-0.2	1.2	-4.4	-5.3	4.8	8.9	0.0	-12.5
Cc1c(/C=C/C(=O)c2ccc(O)cc2)cnn1C	5.9	1.3	-14.5	-3.7	1.2	21.6	3.1	0.7	-4.1

(list continues)
SMILES	TAAR1 antag	V1aR counter	CHO-K1 Ca antag	M1 ag	OXTR potentiate	CHO-K1 Ca PAM	TAAR1 agonist	M1 ag parental	CHO parental Ca
COC(=O)c1cn(-c2ccccc2)nc1-c1ccccc1	17.1	-1.6	-17.2	-5.2	2.7	19.0	9.6	0.1	-21.4
CCc1ccc(/C=C2/SC(=S)N(CCCC(=O)Nc3ccccc3C(=O)O)C2=O)cc1	-41.5	0.5	-10.6	-0.7	-9.3	15.7	2.7	0.4	-13.7
CCSC1=NC(=O)/C(=C2/C=Cc3ccccc3N2CC)S1	-27.8	-1.6	-13.5	-3.4	0.3	25.6	-3.8	-0.3	-25.5
CC(C)N(C)C1CCN(S(=O)(=O)c2ccc(-c3ccc(=O)[nH]n3)s2)CC1	-8.0	-0.1	-9.6	-5.1	4.3	10.3	1.6	0.7	-6.0
COc1ccc(/C=N/n2c(C)nnc2C)c(OC)c1	3.1	-0.8	1.8	-2.6	-11.7	4.9	5.3	-0.1	-8.6
CC(Cc1ccccc1)C(=O)NCc1nc2ccccc2s1 (configuration not stated)	5.4	0.1	-10.0	-3.7	-3.7	9.3	0.4	-0.5	-1.5
C/C=C(/C)C(=O)O[C@@H]([C@H](O)c1cc2ccc(=O)oc2cc1OC)C(C)(C)O[C@@H]1O[C@H](CO)[C@@H](O)[C@H](O)[C@H]1O	8.5	0.4	-7.0	-3.4	3.4	1.1	0.5	0.0	-9.1
c1ccc(-c2nccc(-c3ccc4c(c3)OCO4)n2)cc1	-3.9	-1.0	-7.7	-5.9	-9.1	8.1	1.1	-0.1	-9.2
COc1ccc(-c2cc(C(F)(F)F)n3nc(C(=O)N4CCCCC4)cc3n2)cc1OC	-47.4	0.3	-12.0	-1.7	-13.7	13.6	2.1	0.2	-17.9
CN(C(=O)c1cccc(NC(=O)Cc2ccc(NC(=O)C3CCCN(C(=O)C4CC4)C3)cc2)c1)C1CCCC1 (configuration not stated)	-33.5	/	-13.0	2.3	/	1.9	5.6	0.2	/
COc1cc(C)nc(Oc2ccc(OCc3ccccc3)nn2)n1	-7.5	0.2	4.7	-3.1	-7.3	-11.7	5.7	0.7	-5.5
CCOc1cc(N2CCOCC2)c(OCC)cc1NC(=O)COC(=O)c1cc(C)oc1C	-16.3	0.0	24.6*	-2.0	-8.0	-6.1	-2.9	0.0	-16.7
CN(CC(=O)Nc1cccc(C(F)(F)F)c1)Cc1ccccc1	-6.8	3.8	-5.8	-3.3	-14.3	-25.7	1.5	2.7	-0.1
Cc1ccc(C(=O)Cc2ccccc2)cc1	-44.0	/	-18.7	-8.3	/	7.5	7.3	-0.8	/
CC(=O)OC12CC3CC(C1)C(=NO)C(C3)C2	-19.3	1.7	-13.6	-2.9	-3.0	12.3	14.9	0.3	-12.4
Cc1cc(-c2nnc3sc(C4CCCCC4)nn23)n[nH]1	-1.1	0.2	-9.0	-1.6	-11.2	21.4	1.9	0.1	-10.5
O=C(O)CSc1nc2ccccc2c(=O)[nH]1	1.9	0.1	3.5	-0.9	1.2	4.6	2.8	0.2	-6.4
Cc1ccc(S(=O)(=O)N(C)C)cc1NC(=O)C1CCCCC1	-25.2	0.0	-4.8	-1.7	-7.5	-0.7	2.2	0.2	-12.9
O=C(NCCC1CCCCN1S(=O)(=O)c1ccc(F)cc1)C(=O)NCc1ccncc1 (configuration not stated)	-2.0	-1.3	-7.2	-8.2	1.2	-5.1	0.5	0.1	-5.3
CC(=O)c1ccc(S(=O)(=O)Nc2ccc(Cl)c(S(=O)(=O)N3CCCC3)c2)cc1	-0.8	1.9	-9.5	-2.3	-9.0	5.4	2.9	1.6	-5.9
Cc1ccc(O)c(NC(=S)NC(=O)C(C)C)c1	-20.6	-0.8	-6.9	-0.9	3.1	5.6	3.3	-0.5	-16.6
C[C@@H]1CN([C@H](C)CO)C(=O)c2cc(Br)cnc2O[C@H]1CN(C)C	-4.0	/	-7.5	-6.6	/	17.0	0.7	0.7	/
COC(=O)c1cc(CSc2nc3ccc(C)cc3[nH]2)oc1C	-12.0	5.6	-4.7	-1.5	-10.1	8.2	-3.0	3.7	-9.5
Cc1cccc(C)c1NC(=O)NC1CC2CCC(C1)N2Cc1cccs1 (configuration not stated)	-22.4	1.8	0.2	-8.9	5.2	11.4	-0.1	-0.1	2.7
CCN1CCN(CC(=O)N2c3ccccc3CC2C)CC1 (configuration not stated)	3.2	0.3	-4.3	-6.7	-2.0	3.1	0.2	0.6	1.8
Cc1c(C)c2ccc(OCC(=O)Nc3ccc(S(N)(=O)=O)cc3)c(C)c2oc1=O	-1.6	2.1	3.9	0.6	-6.3	9.1	0.1	0.0	5.2
O=C(CSc1nc(C2CC2)n(-c2ccccc2)n1)NCc1ccco1	-12.7	-0.4	4.8	-4.6	-1.9	1.5	-1.0	-0.1	-14.2
O=C(NC(=S)NCCC1=CCCCC1)c1ccccc1Br	12.6	-0.4	-7.3	-13.7	-12.0	18.8	14.2	2.6	-11.7
COC(=O)CSc1nnc2c3c4c(sc3nc(-n3nc(C)cc3C)n12)COC(C)(C)C4	9.5	0.1	-9.1	-4.7	-7.7	9.9	4.3	0.5	-23.3

Nothing new here: 3 of the compounds above.
SMILES	TAAR1 antag	V1aR counter	CHO-K1 Ca antag	M1 ag	OXTR potentiate	CHO-K1 Ca PAM	TAAR1 agonist	M1 ag parental	CHO parental Ca
COC(=O)c1cn(-c2ccccc2)nc1-c1ccccc1	17.1	-1.6	-17.2	-5.2	2.7	19.0	9.6	0.1	-21.4
CCc1ccc(/C=C2/SC(=S)N(CCCC(=O)Nc3ccccc3C(=O)O)C2=O)cc1	-41.5	0.5	-10.6	-0.7	-9.3	15.7	2.7	0.4	-13.7
CCSC1=NC(=O)/C(=C2/C=Cc3ccccc3N2CC)S1	-27.8	-1.6	-13.5	-3.4	0.3	25.6	-3.8	-0.3	-25.5
